High-throughput results as filed in PubChem BioAssay.
AID inhibitor – inhibitors of human activation induced cytidine deaminase. Q9GZX7. AID deamination FRET fluorescence, UDG-coupled, 4 h. Potency, µM (top dose mostly 115 µM), without a hit: top-dose activity change, negative = inhibition, actives largely listed as inhibitors. hit rate 0.32% among 91,000; note: nearly all actives have a fitted effect of over 25% in size
Target sequence (Q9GZX7 whole entry, looked up): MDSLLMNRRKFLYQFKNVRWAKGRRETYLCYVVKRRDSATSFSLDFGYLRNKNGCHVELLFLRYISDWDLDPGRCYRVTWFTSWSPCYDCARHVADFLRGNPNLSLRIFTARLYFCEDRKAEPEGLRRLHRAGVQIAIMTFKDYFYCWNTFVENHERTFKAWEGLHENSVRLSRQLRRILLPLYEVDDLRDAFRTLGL
UDG counter – UDG inhibition counter-screen. FRET deamination/UDG coupled assay, UDG read, 4 h. Potency, µM (doses to about 115 µM), for the others: at the highest dose activity change, negative = inhibition, most hits filed as inhibitors. hit rate 0.14% among 91,000. AID 1347430; note: nearly all actives have a fitted effect of over 65% in size
* marks the source's active call; other numbers are inactive results; ? = inconclusive; & = joins results of further samples; [ ] = remark or other dose. Calls come from the whole dose curve; as a rule, active = well fitted curve in the direction sought with a large enough effect; inconclusive = small, poorly fitted or top-dose-only effect, or another doubt; inactive = no such curve, though single readings can be large; an effect the other way counts as inactive or inconclusive. % is set by controls: 0 for no effect and ±100 for the full control effect; potency is the fitted concentration of half-maximal effect.

A first look:
SMILES	AID inhibitor	UDG counter
CCCCCCCCOc1ccc(/C=C(/C#N)c2ccccn2)cc1	-7.2%	-15.4%
CCOC(=O)c1nnn(CC(=O)NC(=O)Nc2cccc(CC)c2)c1C(=O)OCC	11.2%	29.9%
COc1ccc2c(c1)CCc1c(C(=O)Nc3c(C)nn(Cc4c(Cl)cccc4Cl)c3C)noc1-2	86.1%[activator]	-6.8%
CC(C)(C)c1[nH]c2ccc(-c3ccccc3)cc2c1C=O	-4.7%	-13.3%
COc1ccc(-c2cc(C(F)(F)F)nc(SCCC(=O)Nc3ccc(NC(C)=O)cc3)n2)cc1	50.4%[activator]	6.1%
Cc1ccc(NC(=O)Cn2c(-c3cncs3)nc3ccccc32)cc1Br	-15.3%	-9.0%
O=S(=O)(Nc1cccc(-c2ccc(N3CCCCC3)nn2)c1)c1ccc(F)cc1F	-9.8%	-5.7%
COC(=O)c1ccc(C(=O)OC)c(NC(=O)c2cnn3c(C(F)F)cc(-c4ccccc4)nc23)c1	-2.3%	2.7%
CCCCOc1cccc(C(=O)Nc2cc(NC(=O)c3ccco3)ccc2OC)c1	?	-14.4%
CCOc1ccc(NC(=O)N2CCN(c3nnc(C)c4c(C)n(-c5ccccc5)nc34)CC2)cc1	-5.6%	?
CCOC(=O)c1[nH]c(C)c(/C=N/O)c1C	2.4%	2.9%
N=c1n(CCN2CCCCC2)c2ccccc2n1CC(O)COc1ccc(Cl)cc1Cl (stereo not drawn)	?	-7.2%
O=[N+]([O-])c1cc(NS(=O)(=O)c2ccc(Br)s2)c(F)cc1F	-8.3%	-7.4%

The whole of this part, from the start:
SMILES	AID inhibitor	UDG counter
CCCCCCCCOc1ccc(/C=C(/C#N)c2ccccn2)cc1	-7.2%	-15.4%
CCOC(=O)c1nnn(CC(=O)NC(=O)Nc2cccc(CC)c2)c1C(=O)OCC	11.2%	29.9%
COc1ccc2c(c1)CCc1c(C(=O)Nc3c(C)nn(Cc4c(Cl)cccc4Cl)c3C)noc1-2	86.1%[activator]	-6.8%
CC(C)(C)c1[nH]c2ccc(-c3ccccc3)cc2c1C=O	-4.7%	-13.3%
COc1ccc(-c2cc(C(F)(F)F)nc(SCCC(=O)Nc3ccc(NC(C)=O)cc3)n2)cc1	50.4%[activator]	6.1%
Cc1ccc(NC(=O)Cn2c(-c3cncs3)nc3ccccc32)cc1Br	-15.3%	-9.0%
O=S(=O)(Nc1cccc(-c2ccc(N3CCCCC3)nn2)c1)c1ccc(F)cc1F	-9.8%	-5.7%
COC(=O)c1ccc(C(=O)OC)c(NC(=O)c2cnn3c(C(F)F)cc(-c4ccccc4)nc23)c1	-2.3%	2.7%
CCCCOc1cccc(C(=O)Nc2cc(NC(=O)c3ccco3)ccc2OC)c1	?	-14.4%
CCOc1ccc(NC(=O)N2CCN(c3nnc(C)c4c(C)n(-c5ccccc5)nc34)CC2)cc1	-5.6%	?
CCOC(=O)c1[nH]c(C)c(/C=N/O)c1C	2.4%	2.9%
N=c1n(CCN2CCCCC2)c2ccccc2n1CC(O)COc1ccc(Cl)cc1Cl (stereo not drawn)	?	-7.2%
O=[N+]([O-])c1cc(NS(=O)(=O)c2ccc(Br)s2)c(F)cc1F	-8.3%	-7.4%
O=S(=O)(Nc1nc2ccccc2nc1Nc1ccc2c(c1)OCO2)c1cc(Cl)ccc1Cl	35.4%[activator]	-6.3%
CCOc1ccccc1NC(=O)CN1C(=O)C2(SCC(=O)N2c2ccc(C)cc2)c2ccccc21 (stereo not drawn)	5.6%	7.4%
CCc1nn(CC(=O)N2CCN(c3cccc(C)c3C)CC2)c(=O)c2cc3sccc3n12	-9.0%	-4.0%
CC(=O)N1CCCc2cc(S(=O)(=O)N(CCN(C)C)Cc3ccccc3)ccc21	-8.4%	-1.7%
Cc1ccc(COc2c(Br)cc(/C=C(\C#N)c3nc4ccc(C)cc4[nH]3)cc2Br)cc1	-1.3%	-2.2%
CCOCCCNC(=O)C(NC(=O)C1CCC(C(C)C)CC1)C(C)C (stereo not drawn)	2.4%	2.6%
O=C(NCCc1ccccc1)c1nn(-c2ccc(F)cc2)nc1CO	6.8%	2.8%[57.5 µM]
COc1ccc(NC(=O)c2oc3ccc(S(=O)(=O)N4CCOCC4)cc3c2C)cc1	-13.2%	-15.0%
COc1ccc(OCc2nc(C#N)c(NCc3ccccc3Cl)o2)cc1	96.1%[activator]	3.7%&3.1%
COc1cccc(OC)c1C(=O)OCC(N)=O	5.3%	2.5%
O=C(O)c1cc2ccc(Br)cc2[nH]1	-3.1%	4.0%
CCCn1c(NC(=O)c2oc3ccc(OC)cc3c2C)nc2ccccc21	0.0%	-1.4%
O=c1[nH]c(CSc2nnc(-c3ccccc3F)n2C2CC2)nc2ccc(Cl)cc12	-15.0%	-8.2%
[O-]/[N+](=C\c1ccc2ccccc2n1)c1ccccc1	-5.3%	-28.1%
CCC(=O)N1CCc2cc(S(=O)(=O)NC(Cc3ccccc3)C(=O)Nc3ccc(C)cc3)ccc21 (stereo not drawn)	5.4%	7.0%
CCCCC1CCC(c2nc3ccccc3[nH]2)CC1 (stereo not drawn)	5.6%	-4.1%
CC1CCN(C(=O)C(C)n2cnc3c2c(=O)n(C)c(=O)n3C)CC1 (stereo not drawn)	-6.8%	-17.9%
CC1(C)CCCC(C)(C#CCN2CCC(Cc3ccccc3)CC2)O1 (stereo not drawn)	-9.8%	?
O=C(Nc1cccc(-c2nc3ccccc3[nH]2)c1)c1ccccc1F	13.4%	-0.2%
CCCC(=O)c1ccc(OC(=O)c2c(-c3ccccc3Cl)noc2C)cc1	8.3%	-28.8%
O=C(Cn1cnc2onc(-c3ccc(Cl)cc3)c2c1=O)Nc1ccc(F)cc1	-5.2%	2.7%
COc1cccc(SC(C)C(=O)NC(C)(C)C)c1 (stereo not drawn)	1.4%	-5.3%
COc1ccc(NC(=O)N2CCc3c(sc4c3CCCC4)C2c2ccccc2OC)cc1 (stereo not drawn)	-23.1%	-3.9%
O=S(=O)(Nc1cccc(-c2ccc(N3CCCCC3)nn2)c1)c1ccc(Cl)s1	-16.4%	12.0%
O=C(NCC(O)c1cccc(Cl)c1)Nc1nnc(C2CC2)s1 (stereo not drawn)	1.9%	12.1%
CC(O)c1ccc(-c2ccc(CNC3CCCC3)o2)cc1 (stereo not drawn)	4.3%	-0.5%
O=C(CSc1ncnc2sc3c(c12)CCC3)NCc1ccc(F)cc1	0.9%	-0.5%
CC(C)c1ccc(NS(=O)(=O)c2ccc3[nH]c(=O)ccc3c2)cc1	-7.7%	1.4%
CCOC(=O)CSc1nc(-c2ccc(OC)cc2)cc(C(F)(F)F)c1C#N	-21.9%	-15.0%
Cc1ccsc1-c1nc2ccccc2s1	-5.0%	-7.7%
Cc1ccc(CNCc2cccn2-c2nnc(N3CCCC3)s2)cc1	-0.4%	4.3%
COc1cc(OC)c(N(C)C(=O)CSc2c3c(nc4ccc(Cl)cc24)CCCC3)cc1Cl	?	-10.5%[57.5 µM]
CCc1ccc(-n2nc(C)c3c(C(=O)Nc4cccc(C(F)(F)F)c4)cc(C)nc32)cc1	-20.6%	-12.7%
CCCSc1ncc(Cl)c(C(=O)Nc2sc3c(c2C(=O)NCC)CCCC3)n1	18.7%	4.1%
CC(=O)c1cccc(NC(=O)c2n[nH]c(=O)c3ccccc23)c1	-4.7%	1.7%
Oc1ccc(Cl)cc1C1=Nc2ccccc2N=C(c2ccccc2)C1	39.6%[activator]	-22.7%
CCc1nnc2c3ccccc3nc(Nc3ccc(F)cc3C)n12	1.8%	0.0%
CCc1ccc(C(=O)COC(=O)Cc2ccsc2)cc1	23.5%	-3.1%
Cc1ccccc1CS(=O)Cc1ccc(Cl)cc1Cl (stereo not drawn)	-7.2%	2.4%
CC(=O)Nc1ccc2nc3c(=O)n(C)c(=O)n(C)c3nc2c1C	76.3%[activator]	4.2%[57.5 µM]
CCOC(=O)c1ccc(-c2ccccc2)cc1	3.0%	1.0%
COc1cccc(/C=C/c2nc3cc(Cl)ccc3o2)c1	-16.9%	-2.5%
CC(C)NCc1ccc(OCc2ccccc2)cc1	-4.1%	-2.5%
O=C(OCCOc1ccccc1Cl)c1ccccc1C(=O)c1ccc(Cl)cc1	0.2%	-3.7%
Cc1cc(C)c2c(=O)cc(C(=O)Nc3sc4c(c3C(=O)NCc3ccco3)CCCC4)oc2c1	-15.5%	?
CCc1ccc2c(c1)c(=O)c(S(=O)(=O)c1ccc(Cl)cc1)cn2CC	?	-14.8%
CCOC(=O)c1cnc2ccccc2c1Nc1cccc([N+](=O)[O-])c1	-5.7%	-0.1%

Next part
SMILES	AID inhibitor	UDG counter
CCCCNC(=O)C12CC3CC(C1)CC(c1ccccc1)(C3)C2	-4.5%	-0.3%
CCCCn1c(=O)n(CC2CCC(C(=O)NCCCOC)CC2)c(=O)c2sccc21 (stereo not drawn)	-8.4%	7.0%
N#CC1(c2ccc(NC(=O)c3ccc(Cl)cc3)cc2)CCCC1	0.6%	-0.9%
N#Cc1ccc(CCC(=O)NCCc2ccccn2)cc1	-2.2%	6.1%
CCOc1ccccc1Oc1ncnc2c1oc1ccccc12	?	-4.4%
O=C(NCc1cccnc1)c1nc(-c2ccc(Br)o2)no1	1.0%	7.8%
CC(=O)c1ccc(NS(=O)(=O)c2cc(-c3cc(C)no3)ccc2C)cc1	3.8%	-6.8%
CCC(=O)NC(c1ccccc1)c1cccs1 (stereo not drawn)	7.4%	13.4%
O=c1[nH]c2cc3c(cc2c(=O)n1CCc1nc(-c2cccc(C(F)(F)F)c2)no1)OCO3	-6.1%	46.4%[activator]
CCc1ccc(-n2nc(CO)c(C(=O)NCCOC)n2)cc1	8.2%	3.4%[57.5 µM]
COc1ccc(-c2c(C)c3ccc(OCC(=O)OC(C)(C)C)cc3oc2=O)cc1OC	-3.5%	-0.5%
COc1cccc(-n2cc(C(=O)Oc3cccc(C(F)(F)F)c3)c3ccccc3c2=O)c1	2.6%	-6.7%
COc1ccccc1N1CCN(c2ncc3c(n2)CCCC3=O)CC1	-6.3%	1.3%
COc1ccccc1-c1noc(-c2ccc(N(C)Cc3ccccc3)c([N+](=O)[O-])c2)n1	-15.0%	0.7%
COC(=O)c1ccc(OCC2c3cc(OC)c(OC)cc3CCN2C(=O)c2ccccc2F)cc1 (stereo not drawn)	-1.1%	-7.5%
CC(C)c1ccc(-c2csc(NC(=O)Cn3cnc4c3c(=O)n(C)c(=O)n4C)n2)cc1	-4.2%	1.9%
COc1cc(C(=O)Nc2ccc3c(c2)N(C2CCCC2)C(=O)c2ccccc2S3)cc(OC)c1OC	-11.6%	?
CCC(=O)Nc1cccc(-c2nc3cc(OC)ccc3o2)c1	0.6%	2.3%
O=C(Cn1ncc2c3ccccc3n(Cc3ccc(Cl)cc3)c2c1=O)NCc1cccs1	3.9%	0.7%
CC(C)c1ccc(CNCc2ccco2)cc1	2.6%	12.6%
COc1ccc(NC(=O)Cn2c(=O)n(-c3ccc(C)cc3)c(=O)c3c2cnn3C)cc1	8.2%	-25.1%
CCC(CC)n1c(COc2ccccc2Cl)nnc1SCC1CC1(Cl)Cl (stereo not drawn)	-13.1%	-11.7%
CCOC(=O)/C(C#N)=C\c1cc(Br)c(OC)c(OCC)c1	0.2%	1.1%
CCC(C)c1ccc(C(CC)NC(=S)NCc2ccc(F)cc2)cc1 (stereo not drawn)	-13.2%	-11.6%
CC(=O)Nc1cc(C(=O)Nc2ccc3c(c2)N(C)C(=O)c2ccccc2S3)ccc1C	2.4%	-12.2%
O=C(Nc1ccccc1-c1ccccc1)c1cccc(F)c1	-5.9%	-3.1%
O=C(Nc1cccc(S(=O)(=O)NC2=NCCC2)c1)c1cccc(Br)c1	-0.2%	1.8%
CC(=O)NCCc1ccc(C(=O)COC(=O)c2ccc(C)cc2O)s1	39.4%[activator]	-7.0%
CCCN1CCN(c2ncnc3sc(C(=O)Nc4ccc(N(CC)CC)cc4C)c(C)c23)CC1	-22.7%	3.1%
N#Cc1ccc(NC(=O)COCc2cc(-c3ccc(F)cc3)on2)cc1	-12.2%	8.0%
Cc1ccccc1/C=C/C(=O)c1ccco1	-3.7%	2.8%
CCN(CC)S(=O)(=O)c1ccc2c(c1)N(CC(=O)N1CCN(c3ccc(OC)cc3)CC1)C(=O)CO2	14.4%	-3.1%
CCc1cc(CC)n(-c2nc3c(c(=O)n(CC)c(=O)n3C)n2Cc2ccc(OC)cc2)n1	-11.8%	-11.6%
CC1(C)Cc2c(sc(NC(=O)C(N)=O)c2C#N)CO1	5.3%	5.1%
CCOC(=O)c1cc(S(=O)(=O)Nc2cc(OC)ccc2OC)[nH]n1	91.0%	-5.3%
Cc1ccc(NC(=O)c2nn(C)c3c2CCc2sccc2-3)cc1F	-7.0%	-0.4%
Cc1ccc(C(C)NC(=O)CCCOc2ccccc2C)o1 (stereo not drawn)	-0.8%	-0.9%
Brc1cccc(-c2nc3cc4c(cc3[nH]2)OCCO4)c1	15.4%	0.1%
O=C(CSc1c2c(nc3ccc(Cl)cc13)CCCC2)N1CCN(c2ccc(Cl)cc2)CC1	?	?
Cc1ccc(-n2nnnc2SCC(=O)NCCc2ccccc2)cc1C	?	-7.9%
COc1cc(C(=O)Nc2ccc(-c3nc4cc(C)c(C)cc4o3)cc2)cc(OC)c1OC	15.6%[57.5 µM]	1.3%[57.5 µM]
COc1cccc(C(=O)NCc2cn3cccc(C)c3n2)c1	2.8%	-0.4%[57.5 µM]
C/C(=C/C(=O)c1ccccc1)NCC(O)CN/C(C)=C\C(=O)c1ccccc1 (stereo not drawn)	-9.4%	-1.6%
CCOc1ccc(OCC(=O)NCCS(=O)(=O)N2CCN(c3ccc(F)cc3)CC2)cc1	0.8%	-3.7%
Oc1ccc(Nc2nc(-c3ccccc3O)nc3ccccc23)cc1	-3.8%	28.2%
CCCCCCC(=O)Nc1ccc2nc3c(=O)n(C)c(=O)n(C)c3nc2c1C	-10.4%	-2.6%[57.5 µM]

This is a subset (hit frequency here may not be typical).
